tim10-1 inh: inhibits growth of tim10-1 mutant yeast; 330,000 compounds, 2.2% hits; inhibition, % at 20 µM; S. cerevisiae tim10-1 ts strain growth, BacTiter-Glo, 24 h; AID 463190;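 active = inhibition of at least 40%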;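 also: mutant grown at 25 °C; 0% = DMSO wells with yeast and 100% = wells holding no yeast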
APJ agonist: agonists of human APJ apelin receptor; 330,000 compounds, 0.11% hits; activation, % at 20 µM; CHO-K1 APJ PathHunter beta-arrestin, luminescence; 0% DMSO wells, 100% apelin; AID 2520; P35414;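 active = activation more than six SD over the plate average, tested at 20 µM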;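 also: 0% = DMSO alone and 100% = apelin-13 at 10 nM; some results filed as inactive read as strong as hits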
Target sequence (P35414 whole entry, looked up): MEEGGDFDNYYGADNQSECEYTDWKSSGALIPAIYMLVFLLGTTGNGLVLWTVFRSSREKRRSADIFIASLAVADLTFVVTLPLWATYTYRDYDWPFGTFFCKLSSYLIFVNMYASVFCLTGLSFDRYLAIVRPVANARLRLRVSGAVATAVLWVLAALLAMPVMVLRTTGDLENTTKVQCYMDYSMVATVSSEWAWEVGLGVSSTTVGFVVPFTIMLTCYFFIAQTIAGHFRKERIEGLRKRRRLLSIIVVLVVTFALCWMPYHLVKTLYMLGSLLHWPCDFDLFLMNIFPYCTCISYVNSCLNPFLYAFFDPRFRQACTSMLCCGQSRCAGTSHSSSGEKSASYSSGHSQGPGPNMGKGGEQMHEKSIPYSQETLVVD
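Test system: CHO-K1 APJ beta-arrestin complementation cell line | Compound: Single test compound dose, 20 µM final, 1% DMSO | Incubation: Compound 90 min 25 °C, reagent 1 h | Measured by: beta-gal luminescence | Read-out basis: APJ–arrestin association signal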
UPR CHOP act: activators of apoptotic arm of unfolded protein response (CHOP) | 330,000 compounds, 0.34% hits | activation, % at 10 µM | CHO-CHOP luciferase reporter, UPR activation, luminescence; percent of tunicamycin response over DMSO baseline | AID 449763;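 active = at 10 µM dose, activation of 40% or more, normalized to positive control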;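 also: 100% = tunicamycin at 10 µg/mL and 0% = DMSO alone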
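Test system: CHO CHOP reporter cells. Input: 500 CHO-CHOP cells per well. Medium: F12 with 10% FBS. Technique: luciferase luminescence. Measure: percent activation relative to tunicamycin control. Dosing: 10 µM compound, 0.5% DMSO. Timing: 16-18 h cell attachment, then 6 h compound exposure, 37 °C.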
Mdm2-MdmX inh: inhibitors of human Mdm2/MdmX interaction; SaOS-2 split-luciferase Mdm2/MdmX complementation, luminescence; inhibition, % at 8 µM; 330,000 compounds, 3% hits; AID 485346;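 active = inhibition of at least 50% at 8 µM in the primary screen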
TIM10 inh: TIM10 yeast growth inhibition; S. cerevisiae TIM10 strain growth, BacTiter-Glo luminescence, 24 h; inhibition, % at 10 µM; 330,000 compounds, 1.4% hits; AID 463195;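 active = inhibition of 40% or more at the single tested concentration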;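 also: wild-type TIM10 isogenic control strain grown at permissive 25 °C; 0% = DMSO yeast wells and 100% = minimal medium wells without yeast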
tim23-1 inh: inhibits growth of tim23-1 mutant yeast; S. cerevisiae tim23-1 growth, BacTiter-Glo luminescence, 24 h; inhibition, % at 20 µM; 330,000 compounds, 1.3% hits; AID 463212;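 active = growth inhibition of the mutant yeast at or above 50%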;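 also: temperature-sensitive mutant grown at 25 °C; plate controls were DMSO-treated mutant yeast for no effect and medium wells lacking yeast for full effect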
APJ antag: APJ receptor antagonism; P35414; CHO-K1 APJ beta-arrestin complementation, luminescence; inhibition, % at 20 µM; 330,000 compounds, 0.32% hits; AID 2521;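 active = inhibition above about 40% at 20 µM, limit read from the data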;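 also: cells challenged with 10 nM apelin-13 agonist together with compound; plate controls were apelin-13 plus DMSO wells for no effect and DMSO wells lacking apelin-13 for full effect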
CXCR6 block: CXCR6 (human) receptor inhibition; O00574; 360,000 compounds, 0.36% hits; inhibition, % at 20 µM; CHO-K1 PathHunter CXCR6 beta-arrestin, luminescence; in the data active = inhibition above about 34%, passing the limit was not always enough;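 also: antagonist mode with CXCL16 agonist at 10 nM final; 0% = 10 nM CXCL16 with DMSO and 100% = unstimulated wells without agonist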
Target sequence (O00574 whole entry, looked up): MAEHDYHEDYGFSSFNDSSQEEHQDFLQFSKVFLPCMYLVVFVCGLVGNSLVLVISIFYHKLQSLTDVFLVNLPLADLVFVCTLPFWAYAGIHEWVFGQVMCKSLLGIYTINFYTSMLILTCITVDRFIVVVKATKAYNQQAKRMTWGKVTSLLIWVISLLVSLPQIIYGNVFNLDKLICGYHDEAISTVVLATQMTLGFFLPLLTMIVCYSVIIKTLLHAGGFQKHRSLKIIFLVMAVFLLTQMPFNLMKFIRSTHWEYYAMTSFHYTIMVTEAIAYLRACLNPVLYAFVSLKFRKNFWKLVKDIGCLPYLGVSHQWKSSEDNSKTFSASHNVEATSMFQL
XBP1 UPR activ: adaptive UPR (XBP1) activation. CHO-XBP1 luciferase reporter, IRE1-XBP1 UPR activation, luminescence; percent of tunicamycin response, DMSO as zero. activation, % at 20 µM. 330,000 compounds, 0.33% hits;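 active = versus positive control, 20 µM dose yields 30% or more activation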;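 also: 100% = tunicamycin at 10 µg/mL and 0% = DMSO only wells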
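incubation = overnight seeding at 37 °C, 6 h compound treatment at 37 °C | assay system = CHO-XBP1 cells stably carrying IRE1-XBP1-driven luciferase reporter | input = 1000 cells per well | detection = luciferase luminescence | dosing = single point, 20 µM final compound, 1% DMSO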
* hit, by the source's call; x = not tested or not shown. A portion of the library; rates above refer to the full screens.

(1) COc1ccc(CC(=O)NCC2CCCN(Cc3ccccc3Cl)C2)cc1 (stereo unspecified)
(2) Cn1c(CNC(=O)CNC(=O)Cc2ccc(Cl)cc2)cc(=O)n(C)c1=O
(3) COC(=O)C1=C(C(=O)OC)[C@@H]2Nc3ccccc3[C@@]23C[C@@H](C(=O)OC)N(C(=O)NC2CCCCC2)C3=N1
(4) Cc1cccc(OCCCC(=O)Nc2ccc(S(=O)(=O)Nc3onc(C)c3C)cc2)c1
(5) Cn1cc(CN2CCC(C(=O)Nc3cccc(-c4cccc(F)c4)c3)CC2)cn1
(6) CCOC(=O)C1(CC2CC2)CCN(Cc2cn[nH]c2-c2cccc(F)c2)CC1
(7) CCN1CCN(CC(=O)c2cc(Cl)ccc2Cl)CC1
(8) COc1ccc2cc(C(N)=O)/c(=N\NC(=O)c3ccccc3)oc2c1

Assay by compound	1	2	3	4	5	6	7	8
tim10-1 inh	12	-9	0	-9	-2	13	2	-19
APJ agonist	-2	1	2	-3	8	-3	0	-3
UPR CHOP act	3.3	-1.3	-1.5	0.2	-0.4	-1.9	0.5	-0.6
Mdm2-MdmX inh	-9	5	-36	-3	27	6	-10	45
TIM10 inh	2	-1	11	-2	-4	12	6	7
tim23-1 inh	14	-10	6	1	11	9	-7	31
APJ antag	-4	18	14	19	-17	11	-2	17
CXCR6 block	0	2	x	-2	-4	-2	3	-1
XBP1 UPR activ	0	-2	0	-1	3	0	1	-11

(9) O=C(NNC(=O)c1cc(-c2ccc(Cl)cc2Cl)nc2ccccc12)Nc1ccccc1
(10) Cc1cc(C)n2nc(C(=O)Nc3ccc(S(=O)(=O)N4CCCCC4)cc3)nc2n1
(11) CCS(=O)(=O)NCc1cn2c(C)csc2n1
(12) CCN(CC(=O)Nc1ccc2c(c1)OCCO2)Cc1cc(=O)oc2c(C)c(C)ccc12
(13) CC1(C)c2ccccc2N(CC(N)=O)C12C=Cc1ccccc1O2 (stereo unspecified)
(14) Cc1cccc(/C=C2\Oc3cc(OS(C)(=O)=O)ccc3C2=O)c1
(15) O=C(NNC1OC(CO)C(O)C(O)C1O)c1cccnc1 (stereo unspecified)
(16) CCn1cc(C(=O)NCc2ccc3c(c2)OCO3)c2cc(OC)c(OC)cc2c1=O

Assay by compound	9	10	11	12	13	14	15	16
tim10-1 inh	12	7	-5	26	10	47*	0	6
APJ agonist	0	1	-4	-2	-5	0	-3	-1
UPR CHOP act	3.4	1.0	-0.1	0.4	0.8	3.0	0.8	0.3
Mdm2-MdmX inh	64*	8	16	18	23	-8	27	-2
TIM10 inh	5	-5	10	25	-4	43*	1	12
tim23-1 inh	21	9	-6	38	19	46	7	4
APJ antag	0	-9	16	1	-12	-3	-2	10
CXCR6 block	-3	5	-4	6	11	17	-2	3
XBP1 UPR activ	5	-1	-3	2	-2	1	1	2

(17) Cc1ccccc1CC(=O)N1CC(C)OC(C)C1 (stereo unspecified)
(18) NC(=O)c1ccsc1NC(=O)COC(=O)c1cc(Cl)ccc1O
(19) COc1ccc(C(=O)/C=C/c2ccc(C)cc2)c(OC(=O)c2ccc([N+](=O)[O-])cc2)c1
(20) N#CCSc1nc2ccccc2c(=O)n1C1CCCCC1
(21) COc1cc(/C=N/NC(N)=S)ccc1OCC(=O)N1CCOCC1
(22) CCN(C(=O)c1cccnc1)c1ccccc1
(23) COc1cc(/C=N\NC(=O)CC#N)ccc1OC/C=C/c1ccccc1
(24) COc1ccc(OC)c(CNn2c(-c3cccc(C)c3)nc3ccccc3c2=O)c1

Assay by compound	17	18	19	20	21	22	23	24
tim10-1 inh	9	23	15	6	10	18	23	13
APJ agonist	-4	-4	0	-4	-1	0	3	0
UPR CHOP act	1.1	-1.0	4.5	0.1	0.6	0.3	1.1	0.1
Mdm2-MdmX inh	-7	17	6	13	17	-46	27	27
TIM10 inh	-1	21	-1	-37	1	-3	5	14
tim23-1 inh	7	11	7	2	13	-5	27	35
APJ antag	8	-50	13	6	-1	-9	-6	-2
CXCR6 block	0	-20	-6	6	-12	-9	-8	-4
XBP1 UPR activ	-5	1	3	1	-1	-2	0	-1

(25) Cc1ccccc1S(=O)Cc1ccc(C(=O)N2CCN(C(=O)c3ccco3)CC2)o1 (stereo unspecified)
(26) COc1ccc(CNC(=O)C(C)NS(=O)(=O)c2ccc(C)cc2)cc1 (stereo unspecified)
(27) Cc1cccc(N2CCN(C(c3ccncc3)c3nnnn3C(C)(C)C)CC2)c1C (stereo unspecified)
(28) COc1ccc(CCNC(=O)COc2ccc(C)nc2[N+](=O)[O-])cc1
(29) COc1ccc(CNC(=O)c2ccc(SC)cc2OC)cc1
(30) O=C(CCC1CCCN(Cc2ccc3c(c2)OCCO3)C1)NCc1ccccc1F (stereo unspecified)
(31) N[C@@H](CO)c1nnc([C@H](CC(=O)O)NC(=O)C2CCNCC2)o1
(32) COc1cc(OC)cc(C(=O)Nc2ccccc2-c2nnn(CC(=O)Nc3cc(C)on3)n2)c1

Assay by compound	25	26	27	28	29	30	31	32
tim10-1 inh	19	-5	26	-1	-15	8	8	10
APJ agonist	0	1	-1	-1	1	0	3	1
UPR CHOP act	-1.4	-1.3	1.8	0.1	-0.6	0.6	1.5	1.6
Mdm2-MdmX inh	6	17	22	11	17	-4	11	71*
TIM10 inh	1	-5	27	-8	-11	-12	14	-3
tim23-1 inh	14	2	31	-2	16	4	7	-3
APJ antag	-18	9	-2	10	9	-3	-2	1
CXCR6 block	-3	5	6	0	0	0	4	-3
XBP1 UPR activ	-4	-2	-2	-2	-6	4	-2	327*

(33) Cc1cccc(NC(=S)Nc2ccc(N3CCOCC3)cc2)c1C
(34) COc1ccc(OC)c(/C=C/C(=O)N2CCCc3ccccc32)c1
(35) Cc1sc2nc3c(C(=O)N4CCCC4)cc(C(=O)c4ccccc4O)cn3c(=O)c2c1C
(36) N#CC(C#N)=C(Nc1ccc(F)cc1)SCc1cccc(F)c1
(37) CCN(CC)c1ccc(C=NCCNS(=O)(=O)c2ccc(C)cc2)cc1
(38) Cc1onc(-c2ccccc2)c1C(=O)Nc1ccncc1
(39) COC(=O)c1ccccc1NC(=O)c1cc(-c2cccs2)on1
(40) CCOC(=O)C1CCN(C(=O)c2ccc(N3CCCC3=O)cc2)CC1

Assay by compound	33	34	35	36	37	38	39	40
tim10-1 inh	18	17	16	10	18	2	18	0
APJ agonist	-3	-3	-3	1	-2	-5	-3	-1
UPR CHOP act	4.6	1.1	1.2	2.7	-1.2	-3.6	20	1.3
Mdm2-MdmX inh	19	-7	-2	90*	27	-12	60*	-5
TIM10 inh	3	7	28	10	-8	-20	8	3
tim23-1 inh	6	30	24	22	13	-3	-1	9
APJ antag	9	-13	12	-8	4	7	-5	-3
CXCR6 block	3	4	15	13	-1	-7	-8	6
XBP1 UPR activ	1	3	2	2	-5	-2	32*	1

(41) O=C(c1ccc(Cl)cc1)C1CCCN(C(=O)c2csnn2)C1 (stereo unspecified)
(42) COc1cc([N+](=O)[O-])cc(/C=N\NC(=O)C2COc3ccccc3O2)c1O (stereo unspecified)
(43) Cc1cc(CNC(=O)CC2C(=O)NCCN2CC(C)(C)C)nn1C (stereo unspecified)
(44) O=C(NC(=S)Nc1ccc(N2CCOCC2)cc1)c1ccc2c(c1)OCCO2
(45) O=C(CCNC(=O)c1ccc(Br)cc1)OCc1ccccc1Cl
(46) N#Cc1ccc(CN2CCN(C(=O)CN3C(=O)NC4(CCCC4)C3=O)CC2)cc1
(47) CCN1C(=O)C(O)(CC(=O)C(C)(C)C)c2cc(Br)ccc21 (stereo unspecified)
(48) CC1CCCC(NC(=O)C2CCN(S(=O)(=O)N3CCCCCC3)CC2)C1C (stereo unspecified)

Assay by compound	41	42	43	44	45	46	47	48
tim10-1 inh	13	10	2	17	-8	-9	18	21
APJ agonist	-2	-1	0	-1	10	-3	-1	-3
UPR CHOP act	-1.4	-0.6	-1.1	-1.6	3.0	1.8	-1.3	0.2
Mdm2-MdmX inh	1	38	7	14	-6	32	-20	-4
TIM10 inh	-8	6	6	18	-10	-6	-2	2
tim23-1 inh	11	5	5	10	13	9	3	8
APJ antag	8	10	-4	8	3	7	-8	-10
CXCR6 block	10	7	8	15	0	1	5	-7
XBP1 UPR activ	1	-2	-2	3	-2	-2	0	-1

(49) COc1ccc(NC(=O)CN(C)CC(=O)Nc2ccc(N3CCOCC3)cc2)c([N+](=O)[O-])c1
(50) Cc1ccn2c(=O)nc(SCC(=O)N3CCN(c4ccccc4)CC3)nc2c1
(51) COc1cc(C(=O)Nc2cccc3cccnc23)cc(OC)c1OC
(52) CCN(CC)c1ccc2c(Cl)cc(=O)oc2c1
(53) O=[N+]([O-])c1ccc(/C=N\NS(=O)(=O)c2ccc(F)cc2)o1
(54) Cc1ccc(Cn2c(C(C)Nc3nc(-c4ccc(C)cc4)cs3)nc3cc(Cl)c(Cl)cc32)cc1 (stereo unspecified)
(55) COc1ccc(C2CC(c3cccs3)=NN2c2ccc(F)cc2)cc1OC (stereo unspecified)
(56) C/C=C/C(=O)OCC(=O)Nc1ccccc1Br
(57) CC1(O)C(=O)C=C2C=C(C3CC3)OC=C2C1=O (stereo unspecified)

Assay by compound	49	50	51	52	53	54	55	56	57
tim10-1 inh	7	10	9	-1	19	0	30	10	22
APJ agonist	6	-2	1	3	3	3	-5	-1	5
UPR CHOP act	-0.4	0.4	-1.7	4.5	2.5	-0.8	-0.2	1.6	-0.2
Mdm2-MdmX inh	9	18	30	23	5	-9	-3	28	9
TIM10 inh	1	-2	11	25	15	-5	30	-8	-10
tim23-1 inh	9	17	30	10	35	3	47	-16	5
APJ antag	-4	9	12	-1	-51	2	20	10	8
CXCR6 block	-8	3	-8	x	-8	3	-6	-10	x
XBP1 UPR activ	1	1	2	0	-6	3	5	-3	1

Random excerpt: 6 compounds from above
(42) COc1cc([N+](=O)[O-])cc(/C=N\NC(=O)C2COc3ccccc3O2)c1O (stereo unspecified)
(49) COc1ccc(NC(=O)CN(C)CC(=O)Nc2ccc(N3CCOCC3)cc2)c([N+](=O)[O-])c1
(48) CC1CCCC(NC(=O)C2CCN(S(=O)(=O)N3CCCCCC3)CC2)C1C (stereo unspecified)
(31) N[C@@H](CO)c1nnc([C@H](CC(=O)O)NC(=O)C2CCNCC2)o1
(54) Cc1ccc(Cn2c(C(C)Nc3nc(-c4ccc(C)cc4)cs3)nc3cc(Cl)c(Cl)cc32)cc1 (stereo unspecified)
(28) COc1ccc(CCNC(=O)COc2ccc(C)nc2[N+](=O)[O-])cc1

Assay by compound	42	49	48	31	54	28
tim10-1 inh	10	7	21	8	0	-1
APJ agonist	-1	6	-3	3	3	-1
UPR CHOP act	-0.6	-0.4	0.2	1.5	-0.8	0.1
Mdm2-MdmX inh	38	9	-4	11	-9	11
TIM10 inh	6	1	2	14	-5	-8
tim23-1 inh	5	9	8	7	3	-2
APJ antag	10	-4	-10	-2	2	10
CXCR6 block	7	-8	-7	4	3	0
XBP1 UPR activ	-2	1	-1	-2	3	-2

Screening data: PubChem, Sanford-Burnham Center for Chemical Genomics
